High-throughput results from PubChem.
Menin-MLL TR inh – menin-MLL binding inhibition, Texas Red mutant peptide. O00255. 270,000 compounds, 0.23% hits. Menin + Texas Red MLL mutant peptide, fluorescence polarization. Potency, µM (titrated, usually from 61.6 µM), for inactives: at the top dose FP activity change, negative = inhibition, hits mostly inhibitors. AID 1768; active = well fitted inhibition curve with a large enough effect in the polarisation, with a control signal flat, not every such curve was filed as active; inconclusive = small, poorly fitted or top-dose-only effect, or effect the other way, or a change in a side signal; inactive = no such curve, though single readings can be large or run the other way; the % refers to the polarisation; note: potency is the fitted concentration of half-maximal effect; % of control where 0% means no effect; many of its hits are not listed in these tables
hERG WT inh – KCNH2 (human, wildtype) channel inhibition; Q12809; U2OS, BacMam KCNH2, thallium flux FluxOr; hits give low values; activity change, % at 1.84 µM; 340,000 compounds, 0.37% hits; AID 720551;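 active = maximum activity change below -70%; inconclusive = maximum activity change between -70% and -50%; inactive = maximum activity change above -50%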; note: % is set by controls: 0 for no effect and ±100 for the full control effect
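U2OS cells were transduced with wild-type KCNH2 virus (2.03 x 10^8 / mL) for 4 h at room temperature, then cultured overnight at 37 C. Thallium flux was read with FluxOr dye. Rate constants were normalized to DMSO controls.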
Chronic BCR inh – inhibitors of chronic active B-cell receptor signaling | ABC-DLBCL IkBa-CBG/CBR reporter, luminescence ratio, 4 h | Potency, µM (highest dose often 46.1 µM), without a hit: at the highest dose ratio change, negative = lower green/red ratio, usual class: inhibitors | 340,000 compounds, 0.05% hits | AID 493014; active = well fitted inhibition curve with a large enough effect in the signal ratio, with a control signal flat, not every such curve was filed as active; inconclusive = small, poorly fitted or top-dose-only effect, or effect the other way, or a change in a side signal; the % refers to the signal ratio;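 note: potency is the fitted concentration of half-maximal effect; plate controls were basal doxycycline-induced cells for no effect and cells given 10 µM MG132 for full effect; MG132 reads +100%, hits lower the ratio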
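Cell line TMD8 (human ABC DLBCL), stably expressing tet-inducible CBG68-IkBa fusion and CBR; IMDM/0.5% FBS; cpd up to 46 uM; dox induction, 4 h, 37C/5% CO2; dual luminescence; green/red ratio; MG132 control.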
Mito fusion act – inhibitors of mitochondrial division or activators of mitochondrial fusion; S. cerevisiae fusion-defective mutant growth rescue, CellTiterGlo 48 h; 320,000 compounds, 0.23% hits; Potency, µM (top dose mostly 46.1 µM), without a hit: at the highest dose growth rescue (activation), most hits filed as activators;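 note: potency is the fitted concentration of half-maximal effect; % of control where 0% means no effect; nearly all actives have a fitted effect of over 45% in size; temperature-sensitive fusion mutants such as fzo1-1 at 37 °C on non-fermentable ethanol glycerol medium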
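Luminescent cell viability in 1536-well qHTS format served as the measure of rescued growth in ts fusion-mutant S. cerevisiae cultured on non-fermentable YPEG for 48 hours at 37C.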
GALK inh – galactokinase (human) inhibition; AID 1868; P51570; Purified GALK, Kinase-Glo residual ATP luminescence; Potency, µM (titrated, usually from 57.5 µM), inactives show at the highest dose activity change, negative = inhibition, most hits filed as inhibitors; 270,000 compounds, 0.007% hits; note: potency is the fitted concentration of half-maximal effect; % is set by controls: 0 for no effect and ±100 for the full control effect
Target sequence (P51570 whole entry, looked up): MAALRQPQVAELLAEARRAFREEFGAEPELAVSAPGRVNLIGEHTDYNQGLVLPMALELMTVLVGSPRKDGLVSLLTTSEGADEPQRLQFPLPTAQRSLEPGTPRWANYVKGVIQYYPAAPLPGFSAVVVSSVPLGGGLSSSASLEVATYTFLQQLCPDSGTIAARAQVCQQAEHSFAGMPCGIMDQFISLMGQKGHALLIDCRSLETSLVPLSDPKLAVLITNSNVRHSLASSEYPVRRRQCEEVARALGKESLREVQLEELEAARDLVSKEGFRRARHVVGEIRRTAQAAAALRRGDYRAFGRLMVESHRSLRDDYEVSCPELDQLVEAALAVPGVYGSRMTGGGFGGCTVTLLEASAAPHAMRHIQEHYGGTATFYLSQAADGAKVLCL
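GALK at 5 nM final was combined with compound, 35 uM ATP and 100 uM galactose in HEPES pH8.0 with MgCl2 and DTT. The reaction ran one hour at room temperature before luminescent ATP detection.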
MBNL1-CUG inh – inhibitors of human MBNL1 binding to CUG repeat RNA. Potency, µM (series often up to 57.5 µM), without a hit: at the highest dose activity change, negative = inhibition, usual class: inhibitors. Q9NR56. TR-FRET MBNL1-His/biotin-(CUG)12 binding, 665/545 ratio. 280,000 compounds, 0.036% hits; active = well fitted inhibition curve with a large enough effect in the signal ratio, with a control signal flat, not every such curve was filed as active; inconclusive = small, poorly fitted or top-dose-only effect, or effect the other way, or a change in a side signal; inactive = no such curve, though single readings can be large or run the other way; the % refers to the signal ratio; note: potency is the fitted concentration of half-maximal effect; % is set by controls: 0 for no effect and ±100 for the full control effect
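Compounds (final 92 nM to 58 uM) are added to His-tagged MBNL1 and biotin-(CUG)12, then terbium anti-His antibody and streptavidin-XL665 (5 nM final). After 60 min at room temperature, the 665/545 nm ratio is read.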
ASM inhibitor – inhibitors of human secretory acid sphingomyelinase | 340,000 compounds, 0.006% hits | P17405 | placental ASM, HMU-PC fluorogenic substrate, 60 min | AID 504937 | Potency, µM (top dose mostly 57.5 µM), for inactives: top-dose activity change, negative = inhibition, actives largely listed as inhibitors; note: potency is the fitted concentration of half-maximal effect
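Steps: dispense placental human ASM, pin compound, wait 10 min at room temperature, add HMU-PC0 substrate at 9 uM final, incubate 60 min at 37 °C, add stop solution raising pH to 10, read fluorescence.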
USP2a inh – inhibitors of human ubiquitin-specific protease USP2a; 330,000 compounds, 0.01% hits; AID 463254; O75604; USP2 core, Ub-CHOP2 coupled fluorogenic reporter, 485/531; Potency, µM (doses to about 38.3 µM), without a hit: at the top dose activity change, negative = inhibition, most hits filed as inhibitors;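 note: potency is the fitted concentration of half-maximal effect; plate controls were DMSO wells for no effect and full inhibition by NEM control for full effect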
Target sequence (O75604 whole entry, looked up): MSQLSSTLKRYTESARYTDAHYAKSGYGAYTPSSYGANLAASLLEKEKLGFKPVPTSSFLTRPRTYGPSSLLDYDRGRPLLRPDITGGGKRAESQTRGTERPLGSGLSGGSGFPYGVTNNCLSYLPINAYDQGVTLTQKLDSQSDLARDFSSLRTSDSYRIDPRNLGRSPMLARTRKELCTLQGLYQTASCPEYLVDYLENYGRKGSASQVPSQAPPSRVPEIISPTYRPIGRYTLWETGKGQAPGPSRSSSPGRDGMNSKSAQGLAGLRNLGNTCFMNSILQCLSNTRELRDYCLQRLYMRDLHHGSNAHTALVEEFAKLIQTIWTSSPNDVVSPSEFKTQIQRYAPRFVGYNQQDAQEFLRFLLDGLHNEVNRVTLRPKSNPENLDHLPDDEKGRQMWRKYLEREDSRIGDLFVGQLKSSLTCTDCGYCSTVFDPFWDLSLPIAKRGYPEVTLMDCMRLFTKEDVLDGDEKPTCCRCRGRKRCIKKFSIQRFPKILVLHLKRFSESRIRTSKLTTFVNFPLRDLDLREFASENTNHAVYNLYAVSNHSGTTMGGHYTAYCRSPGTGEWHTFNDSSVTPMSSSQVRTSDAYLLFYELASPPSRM
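Cell-free coupled assay: 10nM USP2 core preincubated 30min RT with compound in Tris-HCl pH 8.0/CaCl2/CHAPS buffer, then 25nM Ub-CHOP2 and 25nM reporter substrate; fluorescence (Ex 485/Em 531) read after 60min RT, normalized to NEM inhibition, concentration-response curves fitted.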
TSHR antag – blocks TSH signaling through the human TSH receptor; P16473; TSHR-expressing cells, TSH-stimulated cAMP HTRF, 2 h; hits give low values; activity change, negative = inhibition, % at 11.5 µM; 330,000 compounds, 0.2% hits;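 active = activity change below a set negative limit, meaning inhibition stronger than a set level, cut at about -70% in these data; inconclusive = activity change between two set negative limits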; note: % is set by controls: 0 for no effect and ±100 for the full control effect
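TSHR-expressing cells were treated with compounds, then stimulated with TSH at EC80 (4nM final) for 2 hours at 37 deg C. Cellular cAMP was measured by HTRF competition between lysate cAMP and cAMP-d2 for a cryptate-labelled anti-cAMP antibody.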
Eya2 inh – Eya2 (human) phosphatase inhibition; O00167; recombinant Eya2, OMFP fluorescence dephosphorylation (OMFP is methylfluorescein phosphate); Potency, µM (series often up to 76.9 µM), for the others: top-dose activity, negative = inhibition, actives largely listed as inhibitors; 330,000 compounds, 0.006% hits; note: potency is the fitted concentration of half-maximal effect; % is set by controls: 0 for no effect and ±100 for the full control effect
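Eya2 protein (added as 0.2 uM solution) was preincubated with compound for 10 min at ambient temperature in 50 mM HEPES pH 7.5, 50 mM NaCl, 5 uM MgCl2, 0.05% BSA, 1 mM DTT. OMFP (added at 50 uM) then reacted 10 min; fluorescence read at 485/525 nm.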
PKM2 act – activators of human pyruvate kinase M2; AID 1631; 260,000 compounds, 0.34% hits; Potency, µM (doses to about 57.5 µM), inactives show top-dose activation, actives largely listed as activators; P14618; purified PKM2, Kinase-Glo ATP luminescence, activation; response scale: 0% is enzyme alone, no compound; note: potency is the fitted concentration of half-maximal effect; % is set by controls: 0 for no effect and ±100 for the full control effect; nearly all actives have a fitted effect of over 55% in size
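ATP formation by purified human PK-M2, quantified via coupled luciferase luminescence after 1 h at room temperature with 0.1 mM ADP and 0.5 mM PEP final.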
Active calls of the source: *; ? = inconclusive; · = not tested or not shown; [ ] = dose if it differs, or a comment. Unless noted, calls come from the whole dose curve; as a rule, active = well fitted curve in the direction sought with a large enough effect; inconclusive = small, poorly fitted or top-dose-only effect, or another doubt; inactive = no such curve, though single readings can be large; an effect the other way counts as inactive or inconclusive.

canonical_smiles | Menin-MLL TR inh | hERG WT inh | Chronic BCR inh | Mito fusion act | GALK inh | MBNL1-CUG inh | ASM inhibitor | USP2a inh | TSHR antag | Eya2 inh | PKM2 act
COc1cccc(NC(=O)CSc2nnc(Cn3c(=O)sc4ccccc43)n2C)c1 | 18% | -3 | 3% | 3% | 1% | -20% | 6% | 2% | 16 | -13% | 16%
Cc1cc(C)c2sc(NNC(=O)C3COc4ccccc4O3)nc2c1 (configuration not stated) | -3% | -26 | -1% | 5% | · | -9% | 5% | 0% | 2 | -12% | -7%
CC(C)CNC(=S)N1CCN(c2nc(-c3ccc(Cl)cc3)cs2)CC1 | ? | -1 | 5% | -2% | 5% | 4% | -14% | 4% | -29 | ? | 0%
COc1ccc(OC)c(NC(=O)c2ccc(NC(C)=O)cc2)c1 | -1% | 1 | ? | -1% | 3% | 0% | 0% | 0% | 3 | 13% | 1%
Cc1cccc(OCC(=O)Nc2ccc(N3CCCC3)cc2)c1C | -2% | -6 | 1% | -4% | 5% | 0% | ? | ? | 13 | 23% | 5%
CC(c1ccon1)N(C)C(=O)CCc1nnc(C2(c3ccc(Cl)cc3)CCC2)o1 (configuration not stated) | -1% | 8 | 7% | 1% | -1% | -1% | -5% | -1% | 0 | 0% | -1%
CC(C(=O)NC1CC1)c1ncc(C(F)(F)F)cc1Cl (configuration not stated) | 4% | 3 | -1% | 5% | 6% | -3% | 1% | 2% | -5 | 4% | 2%
O=[N+]([O-])c1ccc(CNCc2cc(Cl)ccc2O)cc1 | · | 3 | ? | 0% | · | · | -9% | 1% | -4 | -18% | ·
COc1ccccc1N(C(=O)CNC(=O)c1ccco1)C(C(=O)NC1CCCCC1)c1ccncc1 (configuration not stated) | -16% | -4 | 0% | 0% | -4% | -12% | 1% | 1% | 14 | 6% | ·
CC(C)c1ccc(C(=O)NCCCN2CCN(CCCNC(=O)c3ccc(C(C)C)cc3)CC2)cc1 | -1% | -28 | -2% | -6% | -3% | -17% | -3% | -2% | 1 | -8% | -7%
O=C1CCN=C(Nc2ccc(F)cc2)N1Cc1ccccc1 | -11% | -12 | ? | -6% | 3% | -9% | 0% | -1% | 2 | 4% | 1%
CCOC(=O)CC(NS(=O)(=O)c1ccc(OC)c(OC)c1)c1cccc([N+](=O)[O-])c1 (configuration not stated) | -4% | -15 | 4% | -6% | 2% | ? | 2% | -2% | 5 | -5% | -11%
O=S(=O)(/N=C(/Nc1cccc2ccccc12)c1ccccc1)c1ccc(Br)cc1 | · | -8 | ? | -7% | -3% | -5% | -11% | -1% | -18 | -7% | ·
Brc1ccc(-c2nnc3n2-c2ccccc2CC3)cc1 | -9% | 4 | -1% | 18% | 6% | 7% | -1% | 1% | -10 | -3% | -3%
CCCCCn1c(=O)c(C(=O)c2ccccc2)nc2ccccc21 | -19% | -120* | 15% | 1% | · | ? | -5% | -4% | -7 | -13% | -5%

In the list so far, 2 contain a nitro group on carbon.
canonical_smiles | Menin-MLL TR inh | hERG WT inh | Chronic BCR inh | Mito fusion act | GALK inh | MBNL1-CUG inh | ASM inhibitor | USP2a inh | TSHR antag | Eya2 inh | PKM2 act
O=[N+]([O-])c1ccc(CNCc2cc(Cl)ccc2O)cc1 | · | 3 | ? | 0% | · | · | -9% | 1% | -4 | -18% | ·
CCOC(=O)CC(NS(=O)(=O)c1ccc(OC)c(OC)c1)c1cccc([N+](=O)[O-])c1 (configuration not stated) | -4% | -15 | 4% | -6% | 2% | ? | 2% | -2% | 5 | -5% | -11%

Next part
canonical_smiles | Menin-MLL TR inh | hERG WT inh | Chronic BCR inh | Mito fusion act | GALK inh | MBNL1-CUG inh | ASM inhibitor | USP2a inh | TSHR antag | Eya2 inh | PKM2 act
CC(=O)c1cnn(-c2ccc(Cl)c(Cl)c2Cl)c1C | · | 1 | -9% | 0% | 5% | -3% | -4% | 2% | -3 | 2% | -9%
CCCN(CCC)CCNC(=O)C1CC(=O)N(c2ccc(OC)cc2)C1c1ccc(OC)cc1 (configuration not stated) | -12% | 53 | ? | -1% | · | -5% | -6% | -3% | 3 | -7% | -10%
CC(C)(C)[C@H]1CCC(=O)N([C@H](CN=[N+]=[N-])Cc2ccccc2)CC1 | -13% | -4 | 7% | 1% | · | -2% | 1% | 2% | -3 | -4% | 1%
O=S(=O)(/N=C(\c1ccc(Cl)cc1)N1CCOCC1)c1ccccc1 | 3% | -3 | 5% | -3% | -2% | · | 4% | 1% | 8 | -6% | 1%
O=C(C1CCC(=O)N(C2CCCC2)C1)N1CCN(Cc2cccc(Cl)c2)CC1 (configuration not stated) | · | -3 | 8% | -1% | -4% | 3% | · | 2% | -9 | 1% | -6%
COC(=O)c1ccsc1NC(=O)CSc1nnnn1Cc1ccccc1 | -9% | 0 | ? | 12% | 2% | 10% | 1% | -1% | -1 | -2% | 29%
Cc1ccc2c(c1)c(-c1ccccc1)nc1nncn12 | -2% | -12 | 1% | -5% | -2% | 6% | -3% | 1% | -4 | 6% | -1%
CC(=O)Nc1ccc(N2C(=O)CSC2c2ccc(F)cc2)cc1 (configuration not stated) | 0% | -5 | 15% | -4% | 2% | -1% | 2% | 3% | 8 | -1% | -2%
N#Cc1ccccc1NC(=O)c1cccc(COc2ccc(Cl)cc2Cl)c1 | -12% | -5 | ? | 2% | -1% | · | -5% | 7% | 15 | -3% | 2%
COc1cccc(NC(=O)CN(C)C(C)C(=O)Nc2ccc(S(=O)(=O)N3CCCC3)cc2)c1 (configuration not stated) | 9% | -12 | -1% | -2% | 9% | -6% | 6% | 2% | 3 | -3% | ?
COc1cc(C#N)ccc1OCC(=O)NCCC1=CCCCC1 | · | -1 | 0% | 3% | · | · | 1% | 0% | 12 | 0% | ·
CCn1c(-c2ccsc2)nc2c1c(=O)[nH]c(=O)n2Cc1ccccc1 | 0% | 13 | -2% | 4% | 8% | 1% | 1% | -2% | -14 | 3% | -2%
O=c1cc(O)c(-c2ccc(Cl)c(Cl)c2)c(Cl)[nH]1 | 62%[activator] | -22 | -3% | 4% | -7% | · | 2% | 0% | -3 | 15% | -1%
O=S(=O)(NCCCN1CCOCC1)c1ccc(F)c(Cl)c1 | · | 4 | -1% | 0% | · | · | 3% | 3% | 3 | 12% | ·
Cc1nc2sccn2c(=O)c1S(=O)(=O)N1CCN(c2cccc(C(F)(F)F)c2)CC1 | 22% | 1 | 10% | 1% | -1% | -1% | -1% | 0% | 3 | -29% | ·
CCc1cccc(OCC(=O)Nc2ccc(S(=O)(=O)Nc3onc(C)c3C)cc2)c1 | ? | 11 | ? | -1% | 2% | -12% | 12% | -5% | 15 | -20% | 29%
CCn1c(SCC(=O)Nc2ccccc2)nc2c1c(=O)n(C)c(=O)n2C | 0% | -6 | -15% | 0% | -1% | -1% | 3% | -3% | -3 | 5% | 7.9µM*
CCN(CC)CC(O)COc1ccccc1C(=O)CCc1ccccc1 (configuration not stated) | -13% | 25 | -14% | -7% | 3% | -6% | -7% | 0% | -3 | -6% | 21%
COc1ccc(C(=O)COC(=O)c2ccc(-n3cnnn3)cc2)c(OC)c1 | · | -11 | ? | -5% | · | · | -1% | 2% | 0 | 12% | ·
CC(C)(C)Nc1nc(N2CCCC2)nc(N2CCCC2)n1 | ? | -2 | ? | -6% | 0% | 7% | -3% | 3% | 28 | 1% | -1%
COc1ccc(C)cc1-n1nnnc1SCC(=O)c1cc(C)n(Cc2ccco2)c1C | ? | 1 | ? | 5% | 1% | -4% | 7% | -16% | -10 | -9% | 10%

An excerpt; count on the stated rates, not on these rows.
